EP2 mod = modulates human prostaglandin E2 receptor EP2 signaling; induction, % at 25 µM; P43116; EP2-expressing cells, cAMP HTRF FRET, PGE2 co-stimulation; actives 0.83% (n = 260,000);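 active = compounds whose cAMP rise, as percent of the full-agonist control response, exceeds 60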;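 note: rat C6 glioma line stably carrying human EP2 under a CMV promoter; the protocol text gives 20 µM as final concentration; 100% = response of wells given 1 µM PGE2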
Target sequence (P43116 whole entry, looked up): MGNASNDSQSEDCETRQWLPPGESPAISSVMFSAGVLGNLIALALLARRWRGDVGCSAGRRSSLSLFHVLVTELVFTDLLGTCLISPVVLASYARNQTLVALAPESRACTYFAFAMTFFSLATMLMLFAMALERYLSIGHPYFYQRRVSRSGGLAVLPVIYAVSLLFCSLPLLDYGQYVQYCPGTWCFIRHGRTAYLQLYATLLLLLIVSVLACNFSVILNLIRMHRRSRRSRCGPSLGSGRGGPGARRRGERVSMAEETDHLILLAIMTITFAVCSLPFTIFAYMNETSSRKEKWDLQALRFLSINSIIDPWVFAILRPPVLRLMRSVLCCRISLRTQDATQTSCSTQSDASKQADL
Rad51 HR inh = Rad51 (human) homologous recombination inhibition; hRad51 DNA strand exchange, fluorescence dequenching; inhibition, % at 10 µM; actives 0.085% (n = 200,000);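 active = inhibition above 40% at the single screening dose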;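 note: 0% = DMSO control wells and 100% = blanks with heterologous ssDNA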
Target sequence (Q06609 whole entry, looked up): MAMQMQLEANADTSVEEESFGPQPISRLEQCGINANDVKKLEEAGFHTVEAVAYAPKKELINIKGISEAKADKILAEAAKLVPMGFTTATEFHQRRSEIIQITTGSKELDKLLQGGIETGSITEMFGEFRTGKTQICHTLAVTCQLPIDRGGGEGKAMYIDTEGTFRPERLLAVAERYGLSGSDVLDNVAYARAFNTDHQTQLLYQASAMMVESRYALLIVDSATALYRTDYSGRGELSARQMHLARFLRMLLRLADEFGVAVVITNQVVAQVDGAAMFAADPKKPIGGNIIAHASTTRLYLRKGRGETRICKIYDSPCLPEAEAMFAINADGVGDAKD
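System: hRad51 filaments on single-stranded DNA; reagent: Fluorescein- and BHQ1-tagged 47-mer duplex; compound dosing: one concentration, 10 µM final; timing: filaments 15 min 37 °C, then compound 30 min; measured by: fluorescein emission 520 nm, excitation 485 nm; benchmarks: per-plate controls and blanks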
14-3-3 Bad inh = disrupts binding of bovine 14-3-3 zeta to phospho-Bad peptide; inhibition, % at 21.7 µM; P63103; actives 0.71% (n = 220,000); TR-FRET 14-3-3zeta/Dy647-pBad peptide displacement, 1 h;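 active = inhibition above about 70%, limit read from the data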;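 note: 0% = full 14-3-3 plus peptide FRET controls and 100% = background without 14-3-3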
Target sequence (P63103 whole entry, looked up): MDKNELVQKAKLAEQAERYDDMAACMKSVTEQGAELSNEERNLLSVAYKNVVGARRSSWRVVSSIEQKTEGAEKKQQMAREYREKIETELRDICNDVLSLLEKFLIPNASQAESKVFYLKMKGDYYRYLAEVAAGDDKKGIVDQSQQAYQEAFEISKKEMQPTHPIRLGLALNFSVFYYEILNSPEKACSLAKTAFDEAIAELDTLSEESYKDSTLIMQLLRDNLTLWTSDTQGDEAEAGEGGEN
TbHK1 inh = blocks Trypanosoma brucei hexokinase 1 activity. actives 0.11% (n = 220,000). inhibition, % at 10 µM. recombinant TbHK1, G6PDH-coupled NADH A340;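 active = inhibition of 50% or more in the single-dose primary screen; inactive = inhibition below 50%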
Hck Nef HTS = inhibitors of human Hck kinase activated by Nef; P08631; Recombinant Hck-YEEI plus Nef, Z-Lyte FRET kinase assay; inhibition, % at 20 µM; actives 0.68% (n = 220,000); AID 463187;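 active = Hck-Nef kinase inhibition above about 50%, limit read from the data; inactive = inhibition below that limit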;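 note: 0% = DMSO with Hck plus Nef and 100% = Hck alone without Nef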
EP2 antag = blocks the human prostaglandin E2 receptor EP2; P43116; C6 glioma cells expressing human EP2, cAMP TR-FRET; cells stimulated with saturating PGE2; inhibition, % at 25 µM; actives 0.52% (n = 260,000);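 active = percent inhibition above 40 after rounding to a whole number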;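 note: rat C6 glioma host cells with rolipram phosphodiesterase inhibitor present; the protocol text gives 20 µM as final concentration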
L929 necroptosis = L929 zVAD cell death inhibition; L929 zVAD necroptosis rescue, ATP luminescence, 24 h; with zVAD 60 µM; viability rescue, % at 10 µM; actives 0.38% (n = 220,000); AID 1377;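 active = activation, scaled between plate controls, above about 75%, limit read from the data; inactive = activation under that limit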;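 note: 0% = zVAD with DMSO and 100% = DMSO alone without zVAD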
m-calpain inh = blocks pig calpain II enzyme activity. purified calpain II, fluorogenic peptide substrate, 30 min. inhibition, % at 16 µM. actives 0.37% (n = 220,000). AID 1236;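 active = inhibition above about 50%, limit read from the data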
eIF4E-4G inh = eIF4E/eIF4G interaction inhibition in translation initiation | P63073+Q04637 | TR-FRET eIF4E-eIF4GI(517-606) binding, 2 h | inhibition, % at 21.7 µM | actives 0.37% (n = 220,000) | AID 782;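 active = inhibition above about 30%, limit read from the data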;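 note: 0% = full FRET control wells and 100% = background wells lacking eIF4GI fragment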
Active calls of the source: *; i = inactive; x = not tested or not shown; & = joins results of further samples; [ ] = another dose, or the depositor's remark. A portion of the library, so the mix of outcomes need not match the whole.

molecule,EP2 mod,Rad51 HR inh,14-3-3 Bad inh,TbHK1 inh,Hck Nef HTS,EP2 antag,L929 necroptosis,m-calpain inh,eIF4E-4G inh
Cc1ccc(Nc2nc(OC(C(F)(F)F)C(F)(F)F)nc(N3CCOCC3)n2)cc1,20.7,-10.7,14.2[fluorescence artefact?],-2.9,-0.7,16.4,88.2*,-8.9,-3.1
N#CCC(=O)Nc1sc2c(c1C(N)=O)CCCC2,13.4,-9.6,-7.5,-6.7,1.9,9.9,2.9,14.2,2.4
Cc1ccc(S(=O)(=O)N2CCOCC2)cc1C(=O)NCc1cn2ccsc2n1,25.0,9.8,-4.6[fluorescence artefact?],-0.2,-0.1,12.5,-0.1,-31.4,3.9[fluorescence artefact?]
CC(C)CC(NC(=O)C(CO)NC(=O)C1CCC(=O)N1)C(N)=O (stereo not drawn),12.2,6.0,-7.3,-0.1,18.0,9.4,0.9,-10.2,-3.2
COC(=O)CC1C(=O)NCCN1C(=S)Nc1ccccc1Cl (stereo not drawn),-6.1,-19.0,-3.7,-4.3,-13.4,6.0,0.6,-6.0,0.1
O=C(Nc1cccnc1)/C(N=Nc1ccc(Cl)c(C(F)(F)F)c1)=C(\O)c1ccccc1,28.1,-65.3,2.5,-14.9,5.3,8.5,1.7,-18.6,-3.9
Cc1ccc2nc(C(F)OC(F)(F)F)[nH]c2c1 (stereo not drawn),-18.2,4.5,0.4,-2.9,0.9,8.0,0.4,17.9,-17.2
CN(C)c1nc(C(=O)O)nc(N2CCOCC2)n1,-5.6,x,6.9,5.7,-8.8,8.2,0.4,-6.4,0.9
CC(NCc1ccco1)C(=O)N1CCc2ccccc2C1 (stereo not drawn),4.1&-3.5,2.6,18.8,5.0,1.0,5.1&5.0,-0.3,6.4,-7.6
O=C(CCc1nnc(C2CCCCC2)o1)N1CCN(Cc2ccccc2)CC1,-7.1,-18.2,-5.5,1.3,5.6,8.5,-0.3,-15.9,0.5
CCOc1ccccc1NC(=O)CN(c1nccs1)S(=O)(=O)c1ccc(N)cc1,0.2,-1.7,-11.1[fluorescence artefact?],7.8,1.3,6.7,0.1,-27.3,-7.8
CC(C)C[C@H](NC(=O)OC(C)(C)C)c1n[nH]c(=S)n1N,32.3,x,-22.3,24.9,1.3,5.2,-0.2,5.1,-4.9
CC(=O)NCCOC(=O)Nc1cccnc1,23.5,6.0,9.0,1.1,0.8,10.0,0.0,4.8,-20.9
COc1c(F)c(F)c(C(=O)Nc2ccc3oc(-c4ccncc4)nc3c2)c(F)c1F,-6.4,-6.1,1.1,-18.6,22.8,12.2,1.0,-47.6,-8.2
CCOC(=O)c1sc2nccc(N(C)C)c2c1N=CNOCc1c(F)cccc1Cl,43.6,-1.1,5.3[fluorescence artefact?],-8.0,1.9,16.1,1.0,14.1,5.2[fluorescence artefact?]
CCC(C)/C=C/C1=CC2=C(Cl)C(=O)C3(C)OC(=O)C(C(=O)C(C)C(C)O)C3C2=CO1 (stereo not drawn),0.5,1.0,12.7,-18.2,-18.5,14.1,2.3,-50.5,-0.3
COc1cc(NC(=S)NCc2cccs2)cc(OC)c1,-7.3,11.1,-5.1,-1.1,7.9,9.7,-0.5,42.5,5.1
CCn1c(SCC(=O)NCc2ccco2)nc2c(c1=O)SC(C)C2 (stereo not drawn),-10.9,5.5,7.1[fluorescence artefact?],-14.0,13.4,23.2,0.1,-16.1,-4.0
Cc1ccc(C(=O)Oc2ccc(C(=O)COC(=O)C3CC(=O)N(Cc4ccco4)C3)cc2)cc1 (stereo not drawn),-46.4,-3.1,18.7[fluorescence artefact?],4.7,8.1,14.0,-0.2,18.4,4.5
O=C(NC(=S)NCC1CCCO1)c1ccccc1[N+](=O)[O-] (stereo not drawn),14.1,-1.4,-5.3,2.3,22.1,7.1,4.2,-23.7,-4.6

(continued)
molecule,EP2 mod,Rad51 HR inh,14-3-3 Bad inh,TbHK1 inh,Hck Nef HTS,EP2 antag,L929 necroptosis,m-calpain inh,eIF4E-4G inh
O=C(Nc1nc(-c2ccccc2)cs1)c1cccnc1,-13.5,x,16.5,-12.6,0.5,17.1,-0.3,14.1,7.0
Cc1ccc(N(CC(=O)NCCSc2ccccn2)S(C)(=O)=O)cc1,-15.5,-2.4,7.8,5.6,19.7,8.8,-0.8,27.3,-7.0
COc1c2c(cc3oc(=O)ccc13)OC(C)(C)C=C2,24.4,-3.9,-0.5,-44.1,30.5,16.3,0.2,-96.6,-12.9
Cc1cc(N)n(-c2ccc(S(=O)(=O)N3CCOCC3)cc2[N+](=O)[O-])n1,-21.1,10.9,-3.9,-9.6,-6.3,8.0,-0.8,17.1,-1.1
O=C1CC(Sc2nnc(-c3ccccc3O)o2)C(=O)N1c1ccccc1 (stereo not drawn),19.7,x,12.2,-3.3,0.7,x,7.2,-1.9,3.8
COc1ccccc1OCCOCCOc1ccccc1Cl,-16.1,-2.9,-12.1[fluorescence artefact?],0.6,1.6,3.4,0.0,-5.5,1.1
CC(C)COP(=O)(OCC(C)C)C(O)c1ccc2c(c1)OCO2 (stereo not drawn),8.7,-1.3,-3.1,-10.1,10.4,3.4,0.5,-8.6,3.1
CC(Oc1ccc(Cl)cc1Cl)C(=O)NC1=NN(c2ccccc2)C(=O)C1 (stereo not drawn),-17.2,x,-13.2,-0.6,0.2,12.0,0.3,-158.7,-7.8
CCc1ccc(CCC(=O)Nc2ccccc2C(=O)O)o1,13.5,-2.1,48.5,3.1,-0.4,7.2,-0.2,-12.0,-4.7
O=C(Nc1ccc(Cl)cn1)c1cccc(S(=O)(=O)N2CCOCC2)c1,5.6,2.5,6.8,-4.9,0.4,4.8,0.0,12.7,3.8
O=C(CSCc1ccc([N+](=O)[O-])cc1)NN=C1CCCCCC1,-8.1,4.6,3.4,-7.2,10.2,12.0,-0.6,2.5,-0.4[fluorescence artefact?]
Cc1ccc2c(COC(=O)CNC(=O)c3ccccc3)cc(=O)oc2c1,2.2,-3.3,2.1,-2.2,7.7,8.8,-0.2,0.3,7.4
CCSC1=N/C(=C\c2cccc(F)c2)C(=O)S1,16.8,-0.2,11.9[fluorescence artefact?],36.2,5.0,2.8,1.3,13.9,1.7
Cc1cc(C)n(C2CC(=O)N(c3cccc(Cl)c3)C2=O)n1 (stereo not drawn),-2.1,-15.6,0.0,-3.3,27.8,5.7,0.6,-5.0,0.1
COC(=O)N/N=C/c1cc(C)n(-c2ccc(F)cc2)c1C,1.0,27.3,-16.6,2.8,14.4,11.5,0.0,-23.4,-1.5
Cc1[nH]c2ccc(F)cc2c1CCNC(=O)C1CCCCC1C(=O)OCC(F)(F)F (stereo not drawn),-27.4,x,-12.4,-2.5,-0.3,4.2,0.6,42.2,9.0
Cc1ccc(C2C(C(=O)c3cccs3)=C(O)C(=O)N2CCN2CCOCC2)o1 (stereo not drawn),-3.7,-3.5,3.3,-16.2,-0.2,1.2,-0.1,9.0,-2.1
Cc1ccc(C(=O)Nc2nnc(C)s2)o1,37.0,-0.3,-4.8,-18.0,3.1,0.2,0.1,7.8,-1.1
COc1ccc(C(=O)NCc2nnc(SCC(=O)Nc3ccccc3OC)n2C)cc1,5.2,3.6,-2.2,-2.6,-8.0,9.7,1.7,12.2,2.6
O=c1c2sc3nc(N4CCOCC4)c4c(c3c2ncn1-c1ccccc1)CCCC4,-30.3,5.8,-3.9,-15.6,7.6,8.6,0.6,-61.0,3.5

Limited to TbHK1 inh, for three of the compounds above:
Compound,TbHK1 inh
O=c1c2sc3nc(N4CCOCC4)c4c(c3c2ncn1-c1ccccc1)CCCC4,-15.6
O=C(CSCc1ccc([N+](=O)[O-])cc1)NN=C1CCCCCC1,-7.2
CCC(C)/C=C/C1=CC2=C(Cl)C(=O)C3(C)OC(=O)C(C(=O)C(C)C(C)O)C3C2=CO1 (stereo not drawn),-18.2

Additional entries
molecule,EP2 mod,Rad51 HR inh,14-3-3 Bad inh,TbHK1 inh,Hck Nef HTS,EP2 antag,L929 necroptosis,m-calpain inh,eIF4E-4G inh
Cc1ccc(-c2nnn(CCC(=O)N3CCCCC3C)n2)cc1 (stereo not drawn),1.4,5.6,0.0,5.6,5.6,7.8,1.7,8.7,-0.7
C=CCN(CC=C)C(=O)c1ccc(OC2CCN(Cc3ccccn3)CC2)cc1,-28.9,20.1,1.5,-2.5,19.1,1.2,-0.5,26.0,3.4
CCCC(=O)C1=C(O)C(C(=O)OC)C(C)(C)CC1=NC(C)C (stereo not drawn),25.7,-5.4,-3.5,6.0,18.4,9.9,0.2,-19.7,-4.2
Nc1nccnc1C(=O)OCC(=O)Nc1cccc(S(=O)(=O)N2CCCCC2)c1,17.0,-7.0,-3.8,-8.1,2.4,8.4,0.1,-201.8,-0.7
CC(=O)N/N=C/c1cc(C(C)C)cc(/C=N/NC(C)=O)c1O,-8.2,-33.0,-22.5,-1.3,1.6,10.1,7.7,i,-1.4
CC(C)(C)c1ccc(C(=O)/C(C#N)=C/c2cccs2)cc1,-13.9,-8.8,-4.0,-16.5,5.9,13.1,0.3,38.3,5.3
CC1CCN(CCOc2ccc(Cl)c(Cl)c2)CC1,-17.8,x,39.4,0.7,3.6,13.0,0.2,-3.6,-2.1
Nc1ccc2c(c1)COc1ccccc1O2,4.4,-4.4,-2.0,4.8,-12.1,3.1,2.4,2.5,3.2
CCc1nc(SCc2cc(Cl)ccc2OC)n[nH]1,22.9,1.3,2.0[fluorescence artefact?],3.3,1.1,-0.6,-0.1,19.2,5.2[fluorescence artefact?]
CCN(CC)S(=O)(=O)c1ccc(-c2nnc(SCC(=O)N3CCOCC3)o2)cc1,22.6,7.5,-0.3,-10.0,-0.2,4.8,-0.1,18.1,6.5
Cc1cccc(C)c1NC(=O)c1sccc1SCc1cccc(C(F)(F)F)c1,32.0,4.4,1.9,7.5,1.6,5.3,-0.2,-6.7,0.6
COc1ccc(S(=O)(=O)N(CC(=O)O)Cc2ccccc2)cc1OC,1.9,3.6,0.8,-1.7,0.8,6.1,0.2,-12.3,4.1

Bioassay records as filed in PubChem BioAssay.
